DAGLB inh: blocks human DAGLB lipase activity; Q8NCG7; HEK293T DAGLB membrane lysate, EnzChek fluorogenic substrate; inhibition, % at 5.17 µM; 340,000 compounds, 0.059% hits; AID 504411; in the data active = inhibition above about 34%;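 also: 0% = enzyme with vehicle and 100% = wells lacking enzyme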
OPRM1-OPRD1 ag: agonists of human mu-delta opioid receptor heterodimerization. cells, OPRM1-OPRD1 heterodimerization, luminescence. P35372+P41143. AID 504326. activation, % at 9.3 µM. 340,000 compounds, 0.3% hits; in the data active = activation above about 18%;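 also: 0% = vehicle-treated cells and 100% = reference agonist; values of inactives mirror those of a sister screen read the other way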
PKA-R2B activ: activates the human PKA-R2B holoenzyme complex. P22694+P31323. PKA-R2B holoenzyme dissociation, Cy5-IP20 fluorescence polarization; R2B truncated from residue 108, S112A mutant; 0% DMSO only, 100% 113 µM cGMP. activation, % at 11.4 µM. 340,000 compounds, 0.079% hits. AID 504700;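 active = activation above a cutoff set at the mean over all compounds plus 3 SD, cut at about 18% in these data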;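 also: higher means more holoenzyme dissociation and a rise in polarization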
Target sequence (P31323 whole entry, looked up, other chains not shown, the tested form may be a part): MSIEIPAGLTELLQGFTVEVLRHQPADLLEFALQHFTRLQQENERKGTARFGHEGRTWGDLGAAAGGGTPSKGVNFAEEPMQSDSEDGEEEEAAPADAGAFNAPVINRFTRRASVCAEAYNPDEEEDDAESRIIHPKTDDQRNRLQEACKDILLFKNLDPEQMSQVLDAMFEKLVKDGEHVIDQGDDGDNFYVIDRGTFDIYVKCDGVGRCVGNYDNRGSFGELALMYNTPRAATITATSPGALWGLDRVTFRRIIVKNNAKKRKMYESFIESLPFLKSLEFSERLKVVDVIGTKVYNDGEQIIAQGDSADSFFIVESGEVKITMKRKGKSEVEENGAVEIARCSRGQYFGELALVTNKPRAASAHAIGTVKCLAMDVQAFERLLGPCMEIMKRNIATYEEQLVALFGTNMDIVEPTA
HTR5A inv ctr: counter-screen for OPRM1-OPRD1 inverse agonists: human HTR5A inverse agonism; inhibition, % at 9.3 µM; HTR5A cell line, luminescence; 340,000 compounds, 0.083% hits; AID 504634; in the data active = inhibition mostly above about 23%, no sharp cut-off; inactive = mostly below about 18%;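 also: 0% = cells with DMSO and 100% = no-cell wells with DMSO; some compounds called inactive have numbers as strong as hits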
Target sequence (P47898 whole entry, looked up): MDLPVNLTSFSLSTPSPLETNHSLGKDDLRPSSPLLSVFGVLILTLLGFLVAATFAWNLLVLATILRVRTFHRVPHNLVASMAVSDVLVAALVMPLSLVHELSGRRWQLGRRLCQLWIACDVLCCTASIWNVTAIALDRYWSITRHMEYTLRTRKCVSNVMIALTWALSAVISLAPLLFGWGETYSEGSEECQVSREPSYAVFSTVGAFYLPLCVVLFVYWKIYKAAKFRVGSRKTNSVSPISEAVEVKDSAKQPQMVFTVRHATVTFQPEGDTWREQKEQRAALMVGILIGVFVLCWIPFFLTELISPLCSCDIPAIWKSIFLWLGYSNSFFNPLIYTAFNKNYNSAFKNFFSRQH
DSG3 Ab inh: blocks pemphigus antibody binding to human desmoglein-3; AID 588358; 310,000 compounds, 0.48% hits; binding (percent of control), % at 10 µM; DSG3-coupled beads, scFv-anti-DSG3-GFP binding, flow cytometry; stronger effect = lower value; P32926;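 active = binding more than 3 SD below its plate's average and above zero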; also: some compounds called inactive have numbers as strong as hits
PKA-R1A act: activates the PKA-R1A holoenzyme complex; P00514+P68181; PKA-R1A dissociation, Cy5-IP20 fluorescence polarization; scaled: DMSO 0%, 113 µM cGMP 100%; activation, % at 11.4 µM; 340,000 compounds, 0.083% hits;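 active = percent activation above the mean of all tested compounds plus 3 SD, cut at about 19% in these data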;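 also: higher means more PKAc released from R1A so a rise in polarization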
V-ATPase pH: alters yeast V-ATPase proton transport; S. cerevisiae, pHLuorin cytosolic pH fluorescence; response, % at 10 µM; 350,000 compounds, 0.37% hits; AID 504577; in the data active = response mostly above about 7.3%, no sharp cut-off; inactive = mostly below about 5.4%; also: actives read high; inactives centre near 0; some compounds called inactive have numbers as strong as hits; reference of the scale not given here
HTR5A ag ctr: HTR5A agonism, opioid heterodimer counter-screen; AID 504692; 340,000 compounds, 0.61% hits; activation, % at 9.3 µM; HTR5A agonist assay, luminescence, cell-based; in the data active = activation mostly above about 9.5%, no sharp cut-off; inactive = mostly below about 7.6%;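 also: 0% = cells with vehicle only and 100% = reference agonist; strong numbers were not always called active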
Arr AP2 block: blocks beta-arrestin peptide binding to AP2 adaptin. AID 504490. FITC-arrestin peptide / GST-AP2 beads, flow cytometry; AP2 beta2 appendage carries R879A mutation. 340,000 compounds, 0.31% hits. inhibition, % at 10 µM;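 active = inhibition above a set limit, near 3 SD of compounds lacking own fluorescence, cut at about 54% in these data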;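 also: plate controls were DMSO wells for no effect and 5 µM unlabelled arrestin peptide for full effect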
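System: GST-AP2 R879A bound to glutathione beads, E. coli-expressed. Also added: 50 nM FITC-arrestin peptide. Schedule: compound with beads 12 min RT, then probe 1 h RT. Signal: bead flow cytometry, FITC channel. Read-out basis: percent response.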
OPRM1-OPRD1 inv: mu-delta opioid heterodimer inverse agonism. inhibition, % at 9.3 µM. cell-based MOR-DOR heterodimer luminescence. 340,000 compounds, 0.21% hits. P35372+P41143; in the data active = inhibition above about 22%, passing the limit was not always enough;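 also: 0% = cells with DMSO and 100% = wells without cells with DMSO; values of inactives mirror those of a sister screen read the other way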
* hit, by the source's call; · = not tested or not shown. This is a random part of the collection; 2.4% or so of the library scored in one or more.

SMILES | DAGLB inh | OPRM1-OPRD1 ag | PKA-R2B activ | HTR5A inv ctr | DSG3 Ab inh | PKA-R1A act | V-ATPase pH | HTR5A ag ctr | Arr AP2 block | OPRM1-OPRD1 inv
Cn1c2ccccc2c2cc(C(=O)N3CCOCC3)sc21 | -1 | -0.2 | -7 | -7 | 94 | -3 | 3 | 2 | 5 | 1
O=C(COC(=O)c1ccccc1)NCc1cccs1 | -2 | -1.0 | 4 | 28 | 102 | -3 | 0 | 2 | 14 | 7
O=c1cc(-c2ccc(Cl)cc2)oc(=O)[nH]1 | 2 | -1.5 | 16 | -3 | 103 | 4 | 5 | -2 | 2 | 8
CC(=O)c1ccc(Sc2ccccc2)c([N+](=O)[O-])c1 | 1 | -0.4 | -10 | 2 | 104 | 2 | -2 | -4 | -16 | 2
Cc1cc(C)c(NC(=O)CCCC(=O)O)c(Cl)c1 | -1 | -3.7 | 3 | 3 | 96 | -12 | -2 | -1 | -6 | 16
O=C(COc1ccc(Br)cc1)NCc1ccccn1 | -3 | -1.4 | -15 | -6 | 85 | -11 | -5 | 0 | -5 | 8
Cc1ccc(CNS(=O)(=O)c2ccc(F)c(F)c2)n1C | -1 | 0.4 | -12 | -18 | · | -11 | 0 | 7 | 24 | -3
O=C(Cc1ccccc1F)Nc1cc(Cl)ccc1N1CCCC1 | -4 | 0.6 | -9 | -9 | 104 | 6 | -2 | 1 | -3 | -4
CS(=O)(=O)c1[nH]nc(-c2ccccc2)c1C#N | 1 | -2.0 | 8 | -5 | 118 | -11 | -2 | -2 | -14 | 11
COc1ccc(S(=O)(=O)N2CCN(c3ccc(C)cc3C)CC2)cc1OC | -6 | 0.3 | -3 | 6 | 107 | -2 | 5 | -2 | 11 | -2
CCc1ccc(N2C(=O)CN(Cc3cccs3)C2=S)cc1 | -7 | 0.2 | -2 | -25 | · | -2 | -2 | 5 | -15 | -1
COc1cccc(CNC(=O)c2cc3c(cc2Cl)N2CCCCCC2=NS3(=O)=O)c1 | -2 | -3.5 | -12 | 6 | · | -1 | 1 | -2 | 2 | 18
COc1ccc(C(=O)NC23CC4CC(CC(C4)C2)C3)cc1 | -3 | -1.4 | -1 | 11 | 100 | 13 | 0 | -3 | 3 | 7
Cc1ccccc1NC(=O)C1CCCN1C(=O)NC1CCCCC1 (stereo not drawn) | -1 | -2.2 | 7 | -5 | · | 2 | -2 | -4 | -4 | 11
COc1cc2nc(C3CCC3)n(NC(=O)C3CCCC(OC)C3)c(=O)c2cc1OC (stereo not drawn) | -2 | 1.0 | 1 | -21 | 103 | 10 | -2 | 1 | -1 | -5
CSCc1ccc(C(=O)N2CCCC(Nc3ccc4c(c3)OCCO4)C2)o1 (stereo not drawn) | 1 | -1.5 | -8 | -20 | 99 | 0 | 2 | 5 | 26 | 8
CN(C)CCCNC(=O)c1cc2sc3ccccc3c2s1 | 0 | 0.5 | -1 | -2 | 103 | 2 | -2 | -1 | 7 | -3
CC[n+]1cc(-c2ccccc2)nc(N2CCOCC2)n1 | 3 | 1.1 | -3 | 9 | 104 | 9 | 1 | -3 | -6 | -7
Cc1ccc(C)c(NS(=O)(=O)c2ccc(OCC(=O)NCc3ccccn3)cc2)c1 | -3 | -1.5 | 4 | -4 | 91 | -1 | 0 | -1 | -6 | 7
COCCn1c(SCC(=O)N2CCCc3ccccc32)nc2cccnc21 | 1 | -1.1 | -1 | 0 | 89 | 11 | 2 | 0 | -10 | 7
COc1cc(C(=O)OCCCOC(=O)c2cc(OC)c(OC)c(OC)c2)cc(OC)c1OC | -2 | -3.1 | -7 | 20 | 107 | -13 | 0 | 2 | -7 | 16
COC(=O)Cc1ccc(NC(=S)NCCO)cc1 | 3 | -1.0 | 12 | 4 | 117 | 0 | -3 | 0 | 23 | 5
O=C(c1cc2nc(-c3ccc(F)cc3)cc(C(F)(F)F)n2n1)N1CCCCC1c1cccnc1 (stereo not drawn) | -1 | -1.7 | 8 | -8 | 121 | -7 | 4 | 3 | -33 | 8
CN1CCN(c2nc3c(c(=O)[nH]c(=O)n3C)n2Cc2ccccc2)CC1 | -2 | -1.2 | -3 | -22 | 113 | -8 | 2 | 1 | 12 | 6
Clc1nc(Oc2ccccc2)nc(-c2cn(-c3ccccc3)c3ccccc23)n1 | -1 | -2.3 | 9 | -10 | 117 | 3 | 1 | -1 | -10 | 12
The list goes on:
SMILES | DAGLB inh | OPRM1-OPRD1 ag | PKA-R2B activ | HTR5A inv ctr | DSG3 Ab inh | PKA-R1A act | V-ATPase pH | HTR5A ag ctr | Arr AP2 block | OPRM1-OPRD1 inv
COc1cccc(-c2cc3nc4c(c(N5CCC6(CC5)OCCO6)n3n2)CCC4)c1 | -15 | -0.1 | 10 | 4 | 115 | -4 | -5 | -2 | -3 | 1
COc1ccc(Oc2nccc(-c3ccccc3)c2C#N)cc1 | -4 | 0.0 | -4 | -15 | 99 | 3 | · | 11* | 18 | 0
CCCC(=O)c1ccc(N2CCN(C(=O)OCC)CC2)c(F)c1 | -2 | 0.6 | -5 | -27 | 99 | -2 | -1 | 10 | -1 | -4
CC(C)Oc1ccc(Nc2ncnc3ccccc23)cc1 | 0 | 1.2 | -6 | 5 | 102 | -8 | · | -1 | 4 | -9
CC(C)Oc1cc2oc(=O)c3c(c2cc1Cl)CCC3 | -2 | -1.6 | -8 | -17 | 97 | -11 | 3 | 0 | 7 | 9
CCCCCOP(=O)(OCCCCC)C1(NS(=O)(=O)c2ccccc2)C=CC(=O)c2ccccc21 (stereo not drawn) | -5 | 8.4 | -1 | -5 | 98 | -9 | 3 | 0 | 1 | -50
Cc1cccc(C(=O)NCC(=O)N2CCC2)c1 | 0 | -2.9 | 2 | -14 | 101 | -5 | -2 | 4 | 15 | 11
CCN1CCN(c2oc(-c3ccccc3C)nc2S(=O)(=O)c2ccccc2)CC1 | -4 | -0.2 | -13 | -9 | 97 | -4 | -2 | -14 | -4 | 1
O=C(CN(Cc1ccccc1)S(=O)(=O)c1ccccc1)N/N=C/c1ccc2c(c1)OCO2 | 0 | 8.1 | -6 | -10 | 85 | -2 | 5 | 4 | 1 | -50
CCOC(=O)C1CCN(c2c(N3CCN(Cc4ccccc4)CC3)c(=O)c2=O)CC1 | 1 | -1.7 | -7 | -40 | 97 | 3 | -1 | 16 | 15 | 9
COc1ccc(OCCC(=O)OCC(=O)NCc2ccccc2OC)cc1 | -2 | -0.3 | -5 | -3 | 90 | -5 | -3 | 1 | -5 | 2
ClCc1csc(-c2ccc(Cl)cc2)n1 | -2 | -2.6 | 1 | -3 | 109 | -6 | -4 | 2 | -8 | 14
O=C(CCCSc1nc2ccccc2[nH]1)NCc1ccco1 | 2 | -1.7 | -6 | -19 | · | 0 | · | -2 | 20 | 9
Cc1cc(C)c(CC(=O)c2ccccc2)c(C)c1 | -5 | 3.3 | -11 | -7 | 121 | 0 | 4 | 2 | -3 | -17
Cc1cc([N+](=O)[O-])nn1CC(=O)Nc1ccccn1 | 0 | -2.3 | 1 | 16 | 86 | -5 | -2 | 0 | -8 | 12
C[C@@H]1CN([C@@H](C)CO)C(=O)CCCn2nncc2CO[C@H]1CN(C)S(=O)(=O)c1cn(C)cn1 | -1 | · | 3 | · | 103 | -12 | 0 | · | · | ·
O=Nc1onc(-c2ccc([N+](=O)[O-])cc2)c1NO | 0 | 3.1 | -4 | -10 | 98 | -7 | -1 | 4 | 6 | -16
COc1ccc2c(c1)C(C)=CC(C)(C)N2S(=O)(=O)c1ccc(Br)cc1 | -12 | 5.0 | -5 | 10 | 97 | -1 | 0 | -4 | -8 | -26
COc1ccc2cc(C)c3nnc(SCC(=O)Nc4nc(-c5ccccc5)cs4)n3c2c1 | 2 | -3.7 | -8 | -11 | 91 | -9 | -2 | 8 | 7 | 18
Cc1cccc(C)c1NC(=O)CN(C)C(=O)c1cccc(-n2cccc2)c1 | 0 | 0.3 | -24 | 6 | 96 | -6 | 2 | -1 | 0 | -2
CC(=O)N1CC(C)Sc2ccc(S(=O)(=O)NC3CCCCC3C)cc21 (stereo not drawn) | -2 | -3.2 | 5 | 11 | 104 | -6 | -3 | -1 | -5 | 16
O=C1C(=O)N(Cc2cccnc2)C(c2ccccn2)/C1=C(/O)c1ccc(Br)cc1 (stereo not drawn) | -1 | -1.0 | -8 | -6 | 94 | 4 | 2 | 3 | 4 | 6
COc1ccccc1NC(=O)C1CCCN1S(=O)(=O)c1cccc2nsnc12 (stereo not drawn) | 1 | -2.2 | 8 | -1 | · | 4 | -1 | -6 | 14 | 12
O=C(O)CCC(=O)N(Cc1cccnc1)Cc1cccc(F)c1 | -5 | -1.8 | 6 | 4 | 101 | 9 | -4 | 3 | -1 | 9
CCc1ccc(NC(=O)C/C(C)=N/NC(=O)COc2ccccc2C)cc1 | -2 | 0.2 | -2 | -1 | 114 | 1 | 0 | 2 | 20 | -1
(listing goes on)
SMILES | DAGLB inh | OPRM1-OPRD1 ag | PKA-R2B activ | HTR5A inv ctr | DSG3 Ab inh | PKA-R1A act | V-ATPase pH | HTR5A ag ctr | Arr AP2 block | OPRM1-OPRD1 inv
O=C(/C=C/c1ccco1)Nc1ccccc1N1CCCCC1 | -8 | 5.8 | -19 | 2 | 91 | -2 | 0 | -1 | -4 | -42
Cc1ccc(C(=O)OCC(=O)Nc2ccc(F)c(Cl)c2)o1 | -4 | -0.6 | -5 | 5 | 98 | -5 | -6 | -1 | 30 | 3
Cc1ncc(N=Nc2ccccc2Cl)c(-c2ccccc2)n1 | 11 | 0.9 | -13 | 3 | 96 | -7 | -2 | 0 | 49 | -4
Cc1[nH]c(=O)[nH]c(=O)c1NS(=O)(=O)c1ccccc1 | 0 | -1.3 | -1 | 1 | 98 | 3 | 0 | 1 | -1 | 7
CC(C)COP(=O)(OCC(C)C)C(Nc1ccccc1)c1ccc(F)cc1 (stereo not drawn) | -7 | 3.1 | -4 | 4 | · | -6 | -1 | 6 | 0 | -16
CCOc1cc(N2CCOCC2)c(OCC)cc1NC(=O)C(C)(C)C | 0 | -2.0 | 4 | 36 | 98 | 2 | -1 | 0 | -1 | 10
O=C(N/C(=C/c1ccc(Cl)cc1)C(=O)N1CCCCC1)c1ccco1 | -1 | -1.8 | 6 | 6 | 107 | 4 | -1 | 1 | 6 | 10
CCn1c(=O)[nH]c(=O)c2c(N)c(C(=O)c3ccccc3OC)sc21 | -2 | -1.8 | -14 | 8 | 96 | -11 | -1 | 2 | 19 | 10
COc1ccc(-c2nnc(-c3ccc(F)cc3)o2)cc1 | -6 | -1.9 | -1 | 7 | 102 | -11 | 4 | -2 | 8 | 10
O=C(CS(=O)(=O)Cc1ccccc1)N1CCN(c2ccccc2F)CC1 | -3 | -2.6 | 6 | -1 | 104 | 15 | -1 | 0 | 25 | 13
C=CCn1c(NCc2ccccc2)nc2ccccc21 | -1 | 0.0 | 7 | -3 | · | 7 | -5 | 1 | 20 | 0

Only DSG3 Ab inh (2 entries from above):
| SMILES | DSG3 Ab inh |
| --- | --- |
| CCCC(=O)c1ccc(N2CCN(C(=O)OCC)CC2)c(F)c1 | 99 |
| O=c1cc(-c2ccc(Cl)cc2)oc(=O)[nH]1 | 103 |

Screening data: PubChem BioAssay, several laboratories
